# Screening results deposited in PubChem by several laboratories.
# Siah-1 displacement: Siah-1 peptide-binding antagonists, primary screen, biochemical, fluorescence polarization, rhodamine-plectin, uHTS (AID 1817); actives 0.02% (n = 290,000); E3 ubiquitin-protein ligase SIAH1 (Homo sapiens); displacement, % at 20 µM; hits with a dose series show IC50 in µM; Siah-1 / rhodamine-plectin peptide fluorescence polarization; higher % means a stronger effect;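 active = displacement of at least 50% at 20 µM, with a fluorescence ratio check between 0.3 and a set limit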;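 also: plate controls were Siah plus tracer with DMSO for no effect and tracer alone without Siah for full effect; strong numbers were not always called active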
# Yfh1-off respiration: enhancers of respiration in Yfh1-depleted yeast, dose response, Friedreich's ataxia, plus single-dose screen (AID 1465); S. cerevisiae Yfh1-off respiration, WST-1 reduction, 72 h; higher fold induction means a stronger effect; fold induction at 50 µM; hits with a dose series show EC50 in µM; actives 0.074% (n = 220,000);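 active = fold induction of absorbance versus untreated yeast above a set limit, then at least 30% activation at any dose in follow-up; inconclusive = repeats straddling the limit, or above it without dose testing; inactive = fold induction below the set limit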;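 also: activators that raise dye reduction in frataxin-depleted yeast; strong numbers were not always called active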
# West Nile antiviral: West Nile virus antiviral activity, cell-based, CPE readout (AID 1621) | West Nile virus-infected cells, CPE inhibition; higher % means a stronger effect | CPE inhibition, % at 10 µM, or IC50 in µM where a hit was titrated | actives 0.02% (n = 290,000); in the data active = a potency from the dose series; inconclusive = CPE inhibition mostly from about 3.7% at the one dose, without a potency; inactive = the rest, 99 in 100 with CPE inhibition below about 2.2%; also: strong numbers were not always called active
# * hit, by the source's call; i = inactive; u = inconclusive; x = no result given.
SMILES,Siah-1 displacement,Yfh1-off respiration,West Nile antiviral
CCOc1ccc(C(c2nnnn2Cc2ccccc2)N2CCN(C(=O)c3ccco3)CC2)cc1 (stereo not given),x,i,0.1%
COc1ccc(C(=O)Oc2c(CN3CCOCC3)cc(Cl)c3cccnc23)cc1OC,x,i,u
Cc1cc(N2CCCCCC2)nc2ccc(F)cc12,x,i,0.5%
C[C@@H]1C=C[C@](Cc2ccccc2)(C(=O)O)N1C(=O)c1ccccc1,x,i,0.2%
CC1(C)Cc2nc3[nH]c(=S)n(-c4ccccc4)c(=O)c3cc2CO1,x,i,0.3%
COC(=O)c1sc(NC(=O)c2cnccn2)c(C(=O)OC)c1C,x,i,0.3%
O=C(NCCCN1CCOCC1)C1Nc2ccc(OC(F)(F)F)cc2C2C=CCC12 (stereo not given),x,i,-1.0%
O=C(O)C[C@H]1c2cc(C(F)(F)F)ccc2S(=O)(=O)N1Cc1ccccc1,x,i,0.2%
CCCc1nc2c(s1)CCc1onc(-c3ccc(Br)cc3)c1-2,x,i,2.0%
CC1(C)CC(=O)C=C(c2ccc3c(c2)OCO3)C1,x,i,-0.8%
C=CCOC(=O)C1=C[C@H](c2ccc(Br)cc2)C[C@H](OCc2ccc(CO)cc2)O1,x,i,-0.2%
CCN1C(=O)N[C@@H](c2cccc(C(F)(F)F)c2)C(C(=O)OC)=C1C,x,i,-0.4%
CCOC(=O)CN1C(=O)N[C@@H](CCc2ccccc2)[C@@H](C(=O)OC)[C@H]1C,x,i,-0.4%
CCO[C@@H]1OC(C(=O)O)=C[C@H](c2ccccc2)[C@H]1CCCO,x,i,0.8%
c1ccc(CSc2ncnc3c2oc2ccccc23)cc1,x,i,0.1%
COC(C/C=C/[C@H](O)[C@H](C)OCc1ccccc1)OC,x,i,-0.1%
O=C(Nc1nnc(-c2ccc(Cl)s2)o1)C1CCCCC1,x,i,0.3%
O=C(O)C[C@H]1c2cc(C(F)(F)F)ccc2S(=O)(=O)N1C1CCCC1,x,i,0.6%
CCn1ncc(Br)c1C(=O)Nc1ccccc1C(=O)OC,x,i,-0.1%
CCO[C@H]1OC(C(=O)O)=C[C@@H](C(C)(C)C)[C@@H]1CCCO,x,i,-0.1%
Cc1ccc(C2=CC(c3ccccc3)n3ncnc3N2)c(C)c1 (stereo not given),x,i,-0.7%
COCCn1nnnc1C(c1ccccc1OC)N1CCc2ccccc2C1 (stereo not given),x,i,-0.4%
CN(C)CCCN1c2ccc([N+](=O)[O-])cc2CCc2cc([N+](=O)[O-])ccc21,x,i,11µM*
O=C(c1ccccc1)N1CCN(C(=O)c2ccncc2)CC1,x,i,1.0%
CCCNC(=O)C1CC(c2ccccc2[N+](=O)[O-])=NO1 (stereo not given),x,i,0.2%
CC1(C)S[C@@H]2[C@H](NC(=O)COc3ccccc3)C(=O)N2C1C(=O)OCC1CCCCC1 (stereo not given in full),x,i,0.1%
Cc1ccc(Cn2c(=O)c3ccccc3n3c(CCC(=O)O)nnc23)cc1,x,i,-0.2%
CCC(=O)NS(=O)(=O)c1ccc(-c2c(-c3ccccc3)noc2C)cc1,x,i,0.4%
COc1ccc(O)c(C(=O)/C=C/c2cc3ccccc3o2)c1,x,i,0.6%
Cn1c(N2CCC(C(N)=O)CC2)nc2c1c(=O)n(Cc1ccc(Br)cc1)c(=O)n2C,x,i,0.3%
CC(C)(C)c1ccc(OCC(O)CNC(=O)c2ccccc2C(=O)O)cc1 (stereo not given),x,i,0.1%
O=C(N[C@@H](c1ccccc1)[C@H](O)c1ccccc1)[C@@H]1CCCN1C(=O)OCc1ccccc1,x,i,-0.5%
CCCc1ccc(Oc2cc(N3CCOCC3)nc(-c3ccccc3)n2)cc1,x,i,0.5%
COc1ccc(Cl)cc1Nc1nc(NCCO)nc(N2CCCCC2)n1,x,i,0.7%
COC(=O)c1cc(OC)c(OC)cc1NC(=O)c1ccc(Br)o1,x,i,-0.2%
O=C(NCCc1ccccc1)[C@@H]1CC=C[C@@H]2CCN(Cc3ccc(Cl)c(Cl)c3)C(=O)[C@@H]21,x,i,-0.6%
Clc1cc(Cl)cc(C2=NC(Cc3ccccc3)CO2)c1 (stereo not given),x,i,-0.8%
O=C(Nc1ccc(Cl)cn1)c1ccc(-c2ccc(Cl)c(Cl)c2)o1,x,i,-0.3%
CCCCCn1c(N2CCC(Cc3ccccc3)CC2)nc2c1c(=O)[nH]c(=O)n2C,x,i,17%
Cn1c(=O)c2c(nc(CN3CCN(c4ccccc4)CC3)n2CCCc2ccccc2)n(C)c1=O,x,i,0.1%
O=C1c2ccccc2S(=O)(=O)c2cc(C(=O)N3CCC(N4CCCC4)CC3)ccc21,x,i,0.0%
CCOc1cc(-c2nc(-c3cc(OC)c(OC)c(OC)c3)no2)cc(OCC)c1OCC,x,i,-0.1%
COc1ccc(-c2csc(NCCc3nc4cc(C(=O)NCCCO)ccc4n3Cc3ccc(C)cc3)n2)cc1,x,i,-0.3%
O=C1CN(C(=O)c2ccco2)C(c2ccc(F)cc2)c2cc(Cl)ccc2N1 (stereo not given),x,i,-0.2%
Cc1ccc(C2=CC(c3ccc(C)cc3)n3ncnc3N2)cc1 (stereo not given),x,i,-1.2%
CCc1ccc(NC(=O)CSC2=C(C#N)C(c3ccc4c(c3)OCO4)CC(=O)N2)cc1 (stereo not given),x,i,-0.8%
COc1c(O)cccc1[C@@H](O)C1CCN(CCc2ccc(F)cc2)CC1,x,i,-0.3%
N#Cc1c(N)nc2c(c1-c1ccco1)CCCCC2,x,i,-0.5%
O=[n+]1c2c(n([O-])c3cc(F)c(N4CCCC4)cc31)CCC2,x,i,0.1%
C=C(C)c1cccc(C(C)(C)NC(=O)N2CCN(c3ncccn3)CC2)c1,x,i,-0.2%
COc1ccc(-c2csc(NC(C)c3nc4cc(Cl)c(N5CCCCC5)cc4n3CCCO)n2)cc1 (stereo not given),x,i,1.1%
CCC1(CC)C(=O)C2=C3C1[C@H](C(=O)OC)C=C(C(=O)OC)C[C@H]3n1c(=O)n(C)c(=O)n1[C@H]2C (stereo not given in full),x,i,0.1%
CC(=O)c1c(O)cc(C)n(Cc2ccccc2)c1=O,x,i,0.5%
O=C(O)CCNC(=O)c1ccc(N=Nc2ccc(O)c(C(=O)O)c2)cc1,x,i,0.5%
OCC[C@H]1C[C@H](O)[C@@H](O)[C@]2(CCCCO2)O1,x,i,0.2%
C=C1CCN([C@@H](Cc2ccccc2)C(=O)NCc2ccc(Cl)c(Cl)c2)S(=O)(=O)c2ccccc21,x,i,0.5%
Nc1ccc(-n2c(N)c(C(=O)NCc3ccc4c(c3)OCO4)c3nc4ccccc4nc32)cc1,x,u,0.9%
C#CCNC(=O)C1=C[C@@H](c2ccc(C(F)(F)F)cc2)C[C@@H](OCc2ccc(CO)cc2)O1,x,i,-0.7%
CC(=O)Nc1ccc2c3c(cccc13)CC2,x,i,0.2%
COc1ccc(CN2CC[C@H]3C=CC[C@@H](C(=O)N4CCOCC4)[C@H]3C2=O)cc1OC,x,i,0.1%

# (further entries)
SMILES,Siah-1 displacement,Yfh1-off respiration,West Nile antiviral
Cc1cccc2cc(CN(Cc3nnnn3C3CCCC3)C3CCCCC3)c(=O)[nH]c12,x,i,-0.5%
CC1=C(C(=O)OCc2ccccc2)C(c2ccc(-c3ccccc3)cc2)NC(=O)N1CCCC(=O)O (stereo not given),x,i,-0.6%
O=C(O)C[C@H]1c2ccc(C(F)(F)F)cc2S(=O)(=O)N1C1CCCCC1,x,i,0.9%
Cc1ccc(Cn2c(C3CCCN3c3nc(-c4cc(Cl)c(N)c(Cl)c4)cs3)nc3cc(C(=O)NCCCO)ccc32)cc1 (stereo not given),x,i,0.1%
CCOC(=O)Cc1csc(NC(=O)CSc2nnc(-c3ccc(NS(=O)(=O)CC)cc3)o2)n1,x,i,1.0%
N#Cc1c(N)nc2c(c1-c1ccncc1)CCCCCC2,x,i,-0.5%
O=C(CSc1nnc(-c2ccccc2NC(=O)c2ccccc2)o1)OC1CCCCC1,x,i,0.2%
COCCN1C(=O)N[C@@H](c2cccc(C(F)(F)F)c2)C(C(=O)OC)=C1C,x,i,-0.9%
Cc1cccc(C(C#N)c2nc3ccccc3nc2C(F)(F)F)c1 (stereo not given),x,i,0.0%
Cc1oc2nc(SCC(=O)NC3CCCCC3)nc(N)c2c1C,x,i,-0.3%
COCCNC(=O)C1CC(=O)N(c2ccc(F)c(Cl)c2)C1 (stereo not given),x,i,0.1%
CC(=O)c1ccc(NC(=O)c2cnn3c(C(F)F)cc(C4CC4)nc23)cc1,x,i,0.1%
CCc1nc(-n2[nH]c(=O)c3ccccc3c2=O)c2c3c(sc2n1)CCCC3,x,i,-0.1%
O=C(c1cccc(C(F)(F)F)c1)N1CCC(=O)N(C(CO)Cc2ccccc2)CC1 (stereo not given),x,i,0.1%
O=C1c2ccccc2C(=O)N1Cc1cc(-c2ccc(Cl)cc2)no1,x,i,-0.5%
O=C([C@@H]1CC=C[C@@H]2CCN(C3CC3)C(=O)[C@@H]21)N1CCN(c2ccccc2)CC1,x,i,-0.2%
O=C(CSc1nc2ccccc2c(=O)n1Cc1ccco1)NCc1ccccc1,x,i,-0.5%
CC(C)CNC(=O)c1cc2nc(C3CC3)cc(C(F)(F)F)n2n1,x,i,0.1%
CC1(OC(=O)c2ccc(Cl)nc2)C(=O)C=C2C=C(c3ccsc3)OC=C2C1=O (stereo not given),x,i,0.7%
CC(NC(=O)Cc1cccs1)C(c1cccs1)N1CCN(c2ccccc2)CC1 (stereo not given),x,i,-0.4%
CC(C)(C(=O)c1ccccc1)/[N+]([O-])=C/c1ccc(Br)cc1,x,i,0.7%
Cc1cccc(C(=O)NCc2nnc(SCC(=O)N3CCN(c4ccccc4)CC3)n2C)c1,x,i,-0.1%
CC1=C(C(=O)OCc2ccccc2)C(c2ccccc2OS(=O)(=O)c2ccc(C)cc2)NC(=O)N1CCCC(=O)O (stereo not given),x,i,-0.1%
O=C(CSc1ccc2nnc(-c3ccc(F)cc3)n2n1)N1CCOCC1,x,i,-0.2%
O=C(CCc1nc(-c2ccc(Cl)cc2)no1)OCc1ccc(Br)cc1,x,i,0.0%
COc1cc(NS(=O)(=O)c2ccc(N/C=C\C(=O)c3ccc(C)cc3)cc2)nc(OC)n1,x,i,0.1%
Cc1ccc(NC(=O)CN2CCN(C)CC2)cc1Br,0%,x,0.1%
Nc1nc2c(nc(N3CCCCC3)n2[C@@H]2O[C@H](CO)[C@@H](O)[C@H]2O)c(=O)[nH]1,6%,x,0.1%
COc1cccc(C(=O)Nc2ccc(NC(=O)C3CCCCC3)nc2)c1,11%,x,-0.4%
CN1C(=O)C(C)(C)c2cc(S(=O)(=O)NCCc3ccc(Cl)cc3)ccc21,0%,x,0.0%
CN1C(=O)C(C)(C)c2cc(S(=O)(=O)NCc3ccc(Cl)cc3)ccc21,-2%,x,0.1%
O=C1CC[C@H](OCc2ccccc2)CCN1[C@H](CSc1ccccc1)Cc1ccccc1,-1%,x,-1.3%
Cc1nn(CCCC(=O)NCc2ccccc2Cl)c(=O)c2nccn12,0%,x,-0.2%
COc1cc2c(cc1OC)-c1cc(Nc3cccc(C)c3)nc(=O)n1CC2,8%,x,-0.9%
CCCN1CCN(C(=O)Cn2nc(CC)n3c(cc4sccc43)c2=O)CC1,20%,x,-0.5%
O=C(Nc1ccccc1F)c1cc2c(s1)-c1ccccc1S(=O)(=O)C2,4%,x,0.1%
COc1ccc(C2=NS(=O)(=O)N(C)C(C(=O)N(C)Cc3ccccc3)=C2)cc1OC,6%,x,-1.2%
Cc1cc2c(cc1S(=O)(=O)N(C)C1CCCCC1)OCC(=O)N2,5%,x,-0.5%
COc1cc(/C=C/CN2CCC(Oc3ccc(C(=O)N4CCCC4)cc3)CC2)ccc1O,-3%,x,0.9%
Cc1cnc(CNC(=O)C2CCC(=O)N(CCc3ccc(Cl)cc3)C2)cn1 (stereo not given),1%,x,1.2%
CCOc1ccc(CCNC(=O)C2CCCN(S(=O)(=O)N3CCOCC3)C2)cc1OCC (stereo not given),9%,x,-0.7%
CCc1nn2c(=O)c(S(=O)(=O)Nc3ccc(Cl)cc3)c(C)nc2s1,0%,x,-0.2%
CC1CCc2nc3ccc(S(=O)(=O)N4CCC(C(=O)O)CC4)cc3c(C(=O)O)c2C1 (stereo not given),2%,x,0.2%
COc1ccc(-n2c(CN3CCN(c4ccccc4OC)CC3)nc3ccc([N+](=O)[O-])cc3c2=O)c(OC)c1,1%,x,0.0%
CC(=O)Nc1sc2c(c1C#N)CCN(Cc1ccccc1)C2,4%,x,0.0%

# This is a subset (hit frequency here may not be typical).
